CHO-K1 Ca antag: nonselective inhibitor or artifact in parental CHO-K1 cells; ATP-induced calcium, Fluo-8 fluorescence; inhibition, % at 3 µM; 360,000 tested, 0.6% active; AID 602250;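 active = inhibition above a per-plate cutoff, the plate's mean sample inhibition plus 3 SD, cut at about 24% in these data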;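 note: 0% = DMSO plus EC80 ATP and 100% = DMSO alone without ATP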
TAAR1 antag: human TAAR1 antagonists, primary screen, Fluo-8 calcium fluorescence, CHO RD-HGA16 cells; AID 624466, 2012; Trace amine-associated receptor 1 (Homo sapiens), Q96RJ0; 360,000 tested, 1.5% active; inhibition, % at 3 µM; antagonist;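 active = inhibition above a per-plate cutoff, the mean inhibition of test compounds on that plate plus 3 SD, cut at about 49% in these data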;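 note: 0% = DMSO plus EC80 beta-PEA response and 100% = DMSO alone without agonist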
Target sequence (Q96RJ0 whole entry, looked up): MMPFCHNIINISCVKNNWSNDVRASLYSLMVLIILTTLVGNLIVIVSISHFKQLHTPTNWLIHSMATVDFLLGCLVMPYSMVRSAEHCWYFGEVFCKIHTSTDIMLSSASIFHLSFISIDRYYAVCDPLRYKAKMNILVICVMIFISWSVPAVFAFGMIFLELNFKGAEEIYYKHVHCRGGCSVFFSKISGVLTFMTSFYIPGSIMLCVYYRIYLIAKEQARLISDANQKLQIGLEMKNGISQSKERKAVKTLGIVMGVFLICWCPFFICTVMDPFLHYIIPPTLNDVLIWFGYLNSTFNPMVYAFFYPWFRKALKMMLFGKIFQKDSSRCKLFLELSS
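Material: RD-HGA16 CHO cells with stable hTAAR1 and Gα16; Dosing: single nominal final test compound concentration of 3 µM; Schedule: seeding 17-24 h prior, 75-min 37 °C, 30-min RT dye loading; Detection: kinetic Fluo-8 calcium fluorescence measurement; Measure: % inhibition from peak post-agonist over basal fluorescence ratio; Benchmarks: vehicle and agonist controls.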
M1 ag parental: counter-screen for M1 agonists: effect in parental CHO-K1 cells; Fluo-8 calcium fluorescence; scaled to maximal ATP response, vehicle zero; activation, % at 3 µM; 360,000 tested, 0.48% active; AID 602248, 2012; in the data active = activation above about 15%;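 note: untransfected CHO-K1 host cells lacking M1 receptor as counterscreen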
M1 PAM parental: nonselective calcium activators in parental CHO-K1 cells, primary screen, counter-screen for M1 PAM project, cell-based, Fluo-8 calcium fluorescence, full deck, 1536-well; ATP EC20; 0% at ATP EC20, 100% at ATP max; activation, % at 3 µM; 360,000 tested, 0.02% active; AID 602247, 2012;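 active = activation above the run cutoff, the mean activation of all test compounds plus 3 SD, cut at about 40% in these data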;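 note: peak over basal fluorescence ratio in a 140 s read after ATP addition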
OXTR potentiate: human OXTR potentiators, primary screen, fluorescence, CHO-OTR cells, Fluo-8 calcium; Oxytocin receptor (Homo sapiens), P30559; AID 2445, 2010; activation, % at 3 µM; Fluo-8 calcium fluorescence, potentiator mode; 0% = oxytocin EC15, 100% = EC100; 320,000 tested, 0.061% active;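 active = activation above that plate's cutoff, the mean activation of tested compounds plus 3 SD, cut at about 6.6% in these data, passing the limit was not always enough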;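 note: 100% uses oxytocin at 75 nM as the full agonist control; some results filed as inactive read as strong as hits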
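assay system = CHO-OTR cells, human receptor | schedule = compound 6 min at room temperature before oxytocin, 100 s read | detection = Fluo-8 intracellular calcium fluorescence, ex 470-495, em 515-575 nm | evaluation = normalized max/min fluorescence ratio, % activation | control set = EC15 oxytocin alone as 0%, 75 nM oxytocin (EC100) as 100%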
TAAR1 ag: human TAAR1 agonists, primary screen, Fluo-8 calcium fluorescence, CHO RD-HGA16 cells; AID 624467, 2012; 360,000 tested, 0.99% active; activation, % at 3 µM; vehicle wells 0%, saturating PEA agonist 100%;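 active = activation above the mean activation of all test compounds in the run plus 3 SD, cut at about 38% in these data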
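System: CHO-derived RD-HGA16 cells with stable Gα16 and human TAAR1 / Times: 17-24 h plating, Fluo-8 75 min 37 °C, 30 min RT / Technique: calcium-sensitive Fluo-8 signal, excitation 470-495, emission 515-575 nm / Measure: % activation relative to PEA EC100 response / Benchmarks: DMSO and PEA EC100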
CHO parental Ca: ATP-evoked calcium signal inhibitors, parental CHO, primary screen, counter-screen for OX1R antagonist project, cell-based, fluorescence, Fluo-8 calcium dye; 330,000 tested, 0.63% active; parental CHO-K1, ATP-induced calcium, Fluo-8 fluorescence; inhibition, % at 5.6 µM; AID 463079, 2010;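 active = inhibition above that plate's mean sample inhibition plus 3 SD, cut at about 26% in these data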;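 note: 0% = ATP-challenged DMSO wells and 100% = DMSO wells without ATP; some compounds past the cut are filed as inactive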
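Assay system – parental CHO cells · Reagent – ATP stimulus · Detection – intracellular calcium via Fluo-8 no-wash fluorescent dye · Evaluation – percent inhibition of ATP-evoked calcium rise, normalized to controls · Controls – ATP wells versus no-ATP DMSO wells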
M1 antag: human M1 muscarinic receptor antagonists, primary screen, CHO-K1 cells, Fluo-8 calcium fluorescence, 1536-well | Muscarinic acetylcholine receptor M1 (Homo sapiens), P11229 | CHO-K1 hM1, ACh EC80 antagonist | inhibition, % at 3 µM | 360,000 tested, 1.3% active;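 active = percent inhibition above its own plate's cutoff, namely the mean of that plate's compound wells plus 3 SD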;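 note: peak over basal fluorescence ratio during 140 s after agonist addition; 0% = ACh EC80 plus DMSO and 100% = DMSO alone without agonist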
Target sequence (P11229 whole entry, looked up): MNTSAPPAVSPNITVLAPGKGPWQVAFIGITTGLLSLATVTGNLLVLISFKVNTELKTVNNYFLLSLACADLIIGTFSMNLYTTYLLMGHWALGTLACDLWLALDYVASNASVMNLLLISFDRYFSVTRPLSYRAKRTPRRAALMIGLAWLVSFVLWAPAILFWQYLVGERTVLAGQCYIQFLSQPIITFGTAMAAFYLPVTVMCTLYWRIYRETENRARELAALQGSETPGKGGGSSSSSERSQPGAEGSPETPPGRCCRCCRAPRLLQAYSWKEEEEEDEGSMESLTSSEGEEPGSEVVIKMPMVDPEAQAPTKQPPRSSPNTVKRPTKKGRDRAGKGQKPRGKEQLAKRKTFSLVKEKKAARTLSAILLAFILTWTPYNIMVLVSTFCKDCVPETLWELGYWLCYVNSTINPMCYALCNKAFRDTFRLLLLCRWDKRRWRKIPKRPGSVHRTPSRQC
M1 ag: human M1 muscarinic receptor agonists, primary screen, Fluo-8 calcium fluorescence, CHO-K1 cells, HTS. Muscarinic acetylcholine receptor M1 (Homo sapiens), P11229. CHO-K1 hM1, agonist mode; 0% DMSO, 100% acetylcholine EC100. activation, % at 3 µM. 360,000 tested, 0.33% active. AID 588814, 2011;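 active = activation above the run's mean compound activation plus 3 SD, cut at about 16% in these data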;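 note: peak over basal fluorescence ratio within a 140 s kinetic read after compound addition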
* marks the source's active call; other numbers are inactive results; x = not tested or not shown. Compounds were not picked by outcome. About 4.2% of those tested had a hit in this group.

Values run as follows: CHO-K1 Ca antag	TAAR1 antag	M1 ag parental	M1 PAM parental	OXTR potentiate	TAAR1 ag	CHO parental Ca	M1 antag	M1 ag
Cc1ccc2nc3n(c(=O)c2c1)CCCCC3
→ -4.7	-14.8	-0.3	8.2	-5.2	5.7	-8.0	19.3*	-8.2
CCCC(=O)N(c1ccc(C(=O)O)cc1)c1nc(-c2ccccc2)c(C)s1
→ -9.0	6.1	-0.6	9.8	2.3	2.8	-4.2	-19.0	-0.9
Cc1ccc(S(=O)(=O)NCC(C)NS(=O)(=O)c2ccccc2[N+](=O)[O-])cc1 (stereo not drawn)
→ -8.8	-5.4	2.0	12.7	-14.0	-1.9	-14.2	-17.4	-1.7
CC1(C)Cc2c(sc3c2c(=N)n(Cc2ccco2)c(=O)n3Cc2ccc(Cl)cc2)CO1
→ -8.8	-19.9	0.4	20.7	-1.2	18.3	-40.0	-35.1	-5.4
O=C(Cn1cnc(S(=O)(=O)N2CCCC2)c1)Nc1cccc(Br)c1
→ 0.0	-5.7	0.2	6.0	-3.4	1.7	2.1	-9.9	-3.0
CCS(=O)(=O)N1CCC(C(=O)NCc2ccccn2)CC1
→ -9.9	3.5	0.1	-2.2	-4.4	10.3	-0.7	-17.2	-2.1
COc1ccc(S(=O)(=O)NCC2CCCN(Cc3cccnc3)C2)cc1 (stereo not drawn)
→ -4.8	28.1	-0.1	2.7	-6.6	-0.7	-18.6	-3.1	-3.7
C=CCN1C(=O)/C(=C/c2ccc(-c3ccc(F)cc3)o2)SC1=S
→ -1.9	23.7	0.4	15.1	1.1	8.9	5.6	-7.0	-1.7
CCC(C)c1ccc(-n2c(=O)c3ccccc3n3c(=S)[nH]nc23)cc1 (stereo not drawn)
→ 1.2	5.3	0.9	0.6	-10.5	-0.8	-7.9	-15.0	-2.2
Cc1c(Cl)cccc1NC(=S)Nc1ccc2[nH]c(=O)[nH]c2c1
→ -12.1	-32.4	-0.1	17.5	0.7	13.7	-7.7	-10.8	-3.9
CCN(CC)Cc1cc2[nH]c3c4ccc(Cl)cc4ncc3c2cc1OC
→ -2.2	-1.4	0.1	0.7	x	3.7	x	-4.3	-5.5
COc1ccccc1OCC(=O)N1CCC2(CC1)CC(=O)c1ccccc1O2
→ -1.8	7.1	3.1	-1.9	-5.8	4.7	-2.0	0.2	-1.4
COc1cccc2cc(C(C)N(CCCN3CCOCC3)C(=S)Nc3ccccc3C)oc12 (stereo not drawn)
→ -3.0	-38.9	0.4	8.2	-1.9	-1.7	-15.6	-10.9	-5.8
O=C(c1ccc(Cl)c(S(=O)(=O)N2CCCCC2)c1)N1CCCC(C(F)(F)F)C1 (stereo not drawn)
→ -10.8	3.1	2.2	10.8	-3.4	6.5	-21.9	-6.8	-0.3
O=C(O)COc1ccc(/C=N/NC(=O)Cc2ccc(Cl)cc2)cc1
→ 2.6	-18.8	0.1	-7.9	0.4	0.3	-5.3	-18.5	-3.4
COc1ccccc1C(=O)OCCNC(=O)Cn1cnc2c1c(=O)n(C)c(=O)n2C
→ -8.3	-4.2	-0.6	21.3	-7.3	13.5	-3.9	-1.7	-7.1
O=C(c1ccc(COc2c(F)c(F)cc(F)c2F)o1)N1CCN(c2ccccc2)CC1
→ -16.6	29.4	-0.1	12.2	-1.6	4.9	-12.5	-14.4	-2.7
CCOC(=O)C1=C(N)OC2=C(C(=O)CC(C)(C)C2)C1C1CCCCC1 (stereo not drawn)
→ 7.4	-15.1	-0.1	-6.6	-11.1	3.6	-15.7	-5.3	-5.0
Cc1ccc(OCC(=O)OCc2c(C)noc2C)cc1C
→ -6.0	9.1	0.6	13.2	-5.0	7.4	-7.0	-2.8	-5.6
COc1cc(SC)ccc1C(=O)Nc1nc(C)cs1
→ 0.0	14.5	1.1	2.6	-14.0	8.7	-19.1	6.9	-3.4
O=C(COC(=O)c1c2c(nc3ccccc13)CCCC2)c1cccs1
→ -28.0	53.1*	2.1	11.1	-10.7	5.8	-21.1	-2.2	-7.4
O=C(O)c1ccc(COc2ccccc2[N+](=O)[O-])o1
→ 0.0	-11.6	0.5	6.7	0.9	2.9	9.8	-2.1	-3.5
S=C(Nc1ccc(Cl)cc1)N1CCCCC1
→ 3.0	-11.9	0.4	-7.1	-7.4	5.9	-7.5	0.9	-5.7
CCc1ncc(CN2CCCC(C(=O)Nc3ccc(-c4cscn4)cc3)C2)cn1 (stereo not drawn)
→ -16.4	14.5	2.5	30.8	-7.2	0.5	-3.5	-2.3	-3.4
COc1ccc(Nc2nc(Cl)nc(Nc3ccc(OC)cc3)n2)cc1
→ -11.7	8.7	2.3	13.1	-0.9	6.8	-29.4	-4.5	-15.0
C=CCNC(=O)[C@@H]1CSC2c3ccc(OC)c(OC)c3C(=O)N21 (stereo partly drawn)
→ -1.0	-7.4	0.2	2.5	-3.4	1.6	-6.9	-6.7	-1.6
Cc1cccc(/C=N/NC(=O)c2ccc(NC(=O)c3ccc(F)cc3)cc2)n1
→ -9.0	37.2	5.9	0.1	-8.9	3.1	23.9	2.5	-5.5
Cn1c(=O)c2c(nc(N3CCCCCC3)n2CC(O)COc2ccccc2)n(C)c1=O (stereo not drawn)
→ -2.1	12.8	0.4	17.2	-3.1	6.5	-6.7	-12.8	-3.7
O=C(NCc1csc(-c2cccs2)n1)c1ccsc1
→ -8.5	-20.5	1.3	10.5	1.2	1.4	-1.1	-13.1	-2.0
COc1cccc(C2/C(=C(/O)c3ccc4c(c3)CC(C)O4)C(=O)C(=O)N2CC2CCCO2)c1 (stereo not drawn)
→ 1.4	x	-0.2	-19.5	x	x	x	-17.6	-0.8
Cc1cnc(NC(=O)C(C)N2CCN(C)CC2)s1 (stereo not drawn)
→ -13.6	13.0	1.0	-5.9	0.7	0.2	13.2	8.0	-10.0
COc1ccc(CNC(=O)CSc2nnc(C)c(=O)[nH]2)cc1
→ -12.0	-9.0	0.0	18.7	-10.6	0.6	-5.4	-6.9	-2.7
O=S(=O)(c1ccc(Cl)cc1)N1CCN=C1SCc1cccnc1
→ -13.5	-20.4	1.7	22.6	-6.8	0.0	-15.4	-8.9	-8.4
O=C(Nc1ccc(S(=O)(=O)Nc2ccc(Cl)cc2)cc1)C1CCCO1 (stereo not drawn)
→ -5.4	5.2	15.1	11.2	-11.8	41.1*	7.8	4.9	5.8
CSc1ccc(NC(=O)NN(c2ccccc2)C2CCS(=O)(=O)C2)cc1 (stereo not drawn)
→ -18.2	-6.3	1.0	17.3	x	1.0	x	-6.3	-3.8
CCN1CCCC1CNC(=O)c1cc(N)ccc1OC (stereo not drawn)
→ -10.5	-14.9	1.2	22.9	3.9	0.4	2.8	-7.3	-6.7
CC1=NN(c2ccccc2)C(c2ccco2)C1 (stereo not drawn)
→ -7.6	-3.3	-0.4	6.0	x	0.3	x	-15.0	-1.5
FC(F)(F)c1cccc(-c2ccc(-c3csnn3)o2)c1
→ -10.3	6.8	-0.3	-2.8	-8.5	-1.6	-11.0	13.3	-3.2
CCOC(=O)NC(Nc1ccc(OC)cc1)(C(F)(F)F)C(F)(F)F
→ -10.4	-10.1	0.4	7.0	2.4	10.9	1.1	-15.1	1.0
COc1ccccc1C1NC(=O)NC(C)=C1C(C)=O (stereo not drawn)
→ -1.0	-6.5	3.6	13.4	-7.8	11.5	-14.3	5.6	-4.0

As entered above:
Value for `O=C(Nc1ccc(S(=O)(=O)Nc2ccc(Cl)cc2)cc1)C1CCCO1` (stereo not drawn) in M1 ag: 5.8
Value for `CC1=NN(c2ccccc2)C(c2ccco2)C1` (stereo not drawn) in TAAR1 antag: -3.3

(next part)
Values run as follows: CHO-K1 Ca antag	TAAR1 antag	M1 ag parental	M1 PAM parental	OXTR potentiate	TAAR1 ag	CHO parental Ca	M1 antag	M1 ag
CN(C(=O)c1cccc(NC(=O)Cc2ccc(NC(=O)C3CCN(C(=O)CCc4ccccc4)CC3)cc2)c1)C1CCCCC1
→ -10.3	14.3	1.0	13.2	x	1.0	x	-14.9	-6.5
Cc1ccc(S(=O)(=O)NC2=C(N3CCN(Cc4ccccc4)CC3)C(=O)c3ccccc3C2=O)cc1
→ -10.3	-3.7	0.5	15.3	7.3	-2.0	-18.3	10.2	-8.7
COc1cccc(C(=O)N2CCN(C(=O)COc3ccc4ccccc4c3)CC2)c1
→ -12.7	-8.8	3.3	5.2	-9.7	3.4	-22.2	0.5	0.3
N#Cc1ncn(-c2ccc(Oc3ccccc3)cc2)c1N
→ -25.6	3.6	2.0	3.4	-6.9	6.6	-2.2	0.9	-7.2
CCCN(CCC)CCNc1c(NC2CCN(C(=O)OCC)CC2)c(=O)c1=O
→ -7.0	-11.0	0.4	18.7	-3.0	2.0	-7.9	-5.7	-10.8

From PubChem BioAssay
